Tau fluor cs: Counterscreen qHTS for Inhibitors of Tau Fibril Formation, Fluorescence Polarization | Potency, µM (doses to about 57.7 µM), for inactives: at the highest dose activity change, negative = decrease | 280,000 compounds, 0.93% hits | AID 1463, 2008 | tau K18 P301L Alexa594 fluorescence, heparin fibrillization; note: nearly all actives have a fitted effect of over 55% in size
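Human K18 P301L tau (15 uM unlabeled plus 0.24 uM Alexa 594-labeled, final) in 100 mM sodium acetate pH 7 was mixed with compound and 20 uM heparin and incubated 6 hr at 37 C.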
Tau FP inhib: qHTS for Inhibitors of Tau Fibril Formation, Fluorescence Polarization; AID 1468, 2008; Potency, µM (top dose mostly 57.7 µM), without a hit: top-dose activity, negative = inhibition, actives largely listed as inhibitors; 280,000 compounds, 0.39% hits; K18 P301L tau heparin fibrillization, Alexa594 FP, 6 h; Microtubule-associated protein tau (Homo sapiens), P10636; note: nearly all actives have a fitted effect of over 55% in size
Target sequence (P10636 561-689 P618L limits assumed): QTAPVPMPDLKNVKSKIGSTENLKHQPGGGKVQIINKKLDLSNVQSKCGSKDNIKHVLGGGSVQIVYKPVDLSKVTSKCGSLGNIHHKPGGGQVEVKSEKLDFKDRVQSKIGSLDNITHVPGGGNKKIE
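Human tau K18 […] P301L fragment, 15 uM unlabeled plus 0.24 uM Alexa 594-labeled tau (final), with compound and 20 uM heparin in 100 mM sodium acetate pH 7; 6 hr at 37 C, then Alexa 594 FP read.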
Tau fibril ThT: qHTS for Inhibitors of Tau Fibril Formation, Thioflavin T Binding; Microtubule-associated protein tau (Homo sapiens), P10636; 270,000 compounds, 2.1% hits; recombinant tau K18 P301L (four-repeat tau fragment), heparin-induced fibrillization, ThT fluorescence; Potency, µM (doses to about 57.4 µM), for inactives: top-dose activity, negative = inhibition, most hits filed as inhibitors; AID 1460, 2008; note: nearly all actives have a fitted effect of over 55% in size
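Aggregation was driven by heparin (20 uM final) acting on recombinant tau […] bearing P301L in 100 mM sodium acetate pH 7; fibrils were detected with Thioflavin T.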
An asterisk follows results filed as active; u = inconclusive; [ ] = another dose, or the depositor's remark. Calls come from the whole dose curve; as a rule, active = well fitted curve in the direction sought with a large enough effect; inconclusive = small, poorly fitted or top-dose-only effect, or another doubt; inactive = no such curve, though single readings can be large; an effect the other way counts as inactive or inconclusive. % is set by controls: 0 for no effect and ±100 for the full control effect; potency is the fitted concentration of half-maximal effect. Some of the compounds tested; the hit share may differ from the screen's.

SMILES	Tau fluor cs	Tau FP inhib	Tau fibril ThT
COc1ccc(CNC(=O)CCCCCn2c(=O)[nH]c3ccccc3c2=O)cc1	-10%	-9%	2%
COc1ccccc1NC(=O)C1=C(C)Nc2ncnn2C1c1sccc1C (stereo not drawn)	-5%	-3%	3%
CC(C)c1ccc(OCC(=O)NCC(c2ccc(Cl)cc2)N2CCOCC2)cc1 (stereo not drawn)	-4%	9%	-4%
CCOc1ccc(C(=O)c2oc3ccccc3c2NC(=O)c2cc(-c3ccc(Cl)cc3)on2)cc1	-3%	-8%	-6%
COc1ccc(NC(=O)CCS(=O)(=O)c2cc3c4c(c2)CCN4C(=O)CC3)c(OC)c1	1%	4%	-5%
CCn1nc(C)c(CCN(C)C(=O)Nc2cc(OC)c(OC)c(OC)c2)c1C	0%	10%	0%
Cc1oc2ncn(CC(C)C)c(=O)c2c1C(=O)NCCCN1CCCCC1C (stereo not drawn)	3%	4%	3%
COc1cc(C(=O)Nc2nonc2-c2ccc(C)c(C)c2)cc(OC)c1OC	8%	4%	-3%
Cc1cccc(-c2nc(CCNC(=O)c3ccc(Br)o3)cs2)c1	-12%	5%	u
COc1ccc(NC(=O)c2cnn(-c3ccc(F)cc3F)c2C2CCN(C(=O)OC(C)(C)C)CC2)cc1Cl	u	-10%	-2%

An excerpt from above, limited to Tau fibril ThT:
SMILES	Tau fibril ThT
COc1ccc(CNC(=O)CCCCCn2c(=O)[nH]c3ccccc3c2=O)cc1	2%
CC(C)c1ccc(OCC(=O)NCC(c2ccc(Cl)cc2)N2CCOCC2)cc1 (stereo not drawn)	-4%

The results go on.
SMILES	Tau fluor cs	Tau FP inhib	Tau fibril ThT
COc1ccc(-c2ccc(NS(=O)(=O)c3ccc(NC(C)=O)cc3)cc2)nn1	2%	-3%	6%
Cc1cccc(OCCSc2nc3ccccc3n2CC(=O)N2CCCCC2)c1C	-8%	4%	u
Cc1cccc(CCNC(=O)CCS(=O)(=O)c2cc3c(cc2Cl)NC(=O)CO3)c1	-12%	-4%	-14%
CCOc1ccc(NC(=O)C(=O)NCCc2csc(-c3ccc(F)cc3)n2)cc1	11%	-8%	-4%
CC(=O)c1cccc(NC(=O)C2CCN(c3nnc(-n4cccc4)s3)CC2)c1	-18%	-10%	-14%
COc1ccc(-c2cn3nc(N4CCC(C(=O)Nc5cccc(Cl)c5)CC4)sc3n2)cc1	-29%	4%	u
CC1=C(c2ccc(F)cc2)S(=O)(=O)N=C1N1CCC(C(=O)NCCc2ccccc2)CC1	-7%	-5%	-8%
CCn1nnc2cc(C(=O)Nc3cccc(Cl)c3C)ccc21	-3%	3%	u
Cc1ccc(-c2c(CN3CCN(c4cccc(C(F)(F)F)c4)CC3)csc2C)cc1	-11%	-6%	1%
Cc1ccc(CN(Cc2ccco2)c2cnc(S(C)(=O)=O)nc2C(=O)Nc2ccc(Br)cc2)o1	-1%	-7%	3%
Cc1nc(C)c(CCNS(=O)(=O)c2ccc(C)c(C)c2)s1	-13%	-1%	-11%
CC(C)(C)c1ccc(S(=O)(=O)N2CCN(C(=O)c3cc(-c4ccc(Br)cc4)n[nH]3)CC2)cc1	-2%	-9%	-4%
Cc1ccc(CNC(=O)CSc2ncc(S(=O)(=O)c3ccc(C)c(Cl)c3)c(=O)[nH]2)cc1	-1%	3%	5%
COc1ccccc1N1CCN(C(=O)c2cc3c(=O)n(Cc4ccco4)ccc3nc2C)CC1	-5%	0%	-11%
CSc1ccc(CNC(=O)Cn2nc(N3CCN(c4ccccc4)CC3)ccc2=O)cc1	-8%	8%	-12%
Cc1cccn2c(=O)cc(COc3cccc(NC(=O)c4cccc(Cl)c4)c3)nc12	-14%	-3%	-4%
COc1ccc(N(Cc2cccs2)C(=O)c2ccc(Br)o2)cc1	-15%	-2%	-13%
Cc1cc(C)c2nc(NC(=O)c3ccc(S(=O)(=O)N4CCCC4)cc3)sc2c1	-18%	u	4%
COC(=O)c1ccc(NC(=O)CC2C(=O)N(c3ccc(Cl)cc3)C(=O)N2Cc2cccs2)cc1 (stereo not drawn)	u	u	-5%
Nc1ncc(S(=O)(=O)NCc2ccccc2F)cn1	2%	-3%	5%

Quoted from the listing, 4 compounds:
SMILES	Tau fluor cs	Tau FP inhib	Tau fibril ThT
Cc1nc(C)c(CCNS(=O)(=O)c2ccc(C)c(C)c2)s1	-13%	-1%	-11%
CC(C)(C)c1ccc(S(=O)(=O)N2CCN(C(=O)c3cc(-c4ccc(Br)cc4)n[nH]3)CC2)cc1	-2%	-9%	-4%
Cc1ccc(CNC(=O)CSc2ncc(S(=O)(=O)c3ccc(C)c(Cl)c3)c(=O)[nH]2)cc1	-1%	3%	5%
COc1ccccc1N1CCN(C(=O)c2cc3c(=O)n(Cc4ccco4)ccc3nc2C)CC1	-5%	0%	-11%

Remaining list, next part:
SMILES	Tau fluor cs	Tau FP inhib	Tau fibril ThT
COc1ccc(C(=O)Nc2ccc3c(c2)CCCN3S(=O)(=O)c2ccc(C)cc2)cc1	u	-15%	9%
CCOC(=O)c1ccccc1NC(=O)N1CCOc2ccc(Cl)cc21	3.2µM*[quencher]	-2%	6%
Cc1cc(C)cc(NC(=O)c2sc3nc(-c4cc5ccccc5oc4=O)[nH]c(=O)c3c2C)c1	-12%	-8%	10%
O=S(=O)(c1ccccc1)c1nnn2c1nc(NCc1ccc(Cl)cc1)c1sccc12	2%	u	9%
Cc1ccc(-n2ncc(C(=O)NCCN3CCCC3)c2C2CCN(C(=O)OC(C)(C)C)CC2)cc1	0%	-2%	-2%
O=C(COc1ccccc1)Nc1ccccc1OCc1cc(=O)n2ccccc2n1	7%	-1%	-3%
CC1=C(C(=O)Nc2ccc(C)cc2Cl)C2(CCCCCC2)OC1=O	-8%	6%	-7%
CC1=C(c2ccc(C(C)C)cc2)S(=O)(=O)N=C1N1CCN(c2ccccc2F)CC1	8%	u	6%
CCN(C(=O)C1CCCN(c2ncnc3onc(-c4ccc(F)cc4)c23)C1)c1ccccc1 (stereo not drawn)	-4%	-8%	4%
CC(C)OCCCNC(=O)Cn1ccc2cc(S(=O)(=O)N3CCCCCC3)ccc21	-18%	-4%	-3%
COc1ccc(NC(=O)CSC2=Nc3ccccc3N=C(c3ccc(F)cc3)C2)cc1OC	-27%	5%	-6%
COc1ccc(CNC(=O)Cn2c(=O)cc(C)c3c(C)nn(-c4cccc(Cl)c4C)c32)cc1	2%	-2%	6%
Cc1ccc(CN2CCc3nc(N4CCN(c5ccccc5F)CC4)ncc3C2)s1	-15%	1%	u
CCC1Oc2ccccc2N(CC(=O)NCc2ccccc2)C1=O (stereo not drawn)	-2%	10%	2%
Cc1ccc2c(=O)c(C(=O)c3ccccc3)cn(CC(=O)Nc3ccccc3)c2n1	-2%	-2%	-3%
Nc1c(C(=O)NCCc2ccccc2)nnn1CC(=O)Nc1ccc(Cl)cc1	-5%	-8%	2%
CC(C)CC(=O)Nc1ccc2nc(SCC(=O)N3CCc4ccccc43)sc2c1	-25%	u	-8%
CCOc1ccc2ncc3c(-c4ccccc4)nn(CC(=O)Nc4cccc(F)c4)c3c2c1	-7%	-8%	-4%
CSc1ncc(C(=O)Nc2ccc(C(C)=O)cc2)c(-c2ccccc2)n1	-2%	-13%	9%
O=C(Cn1ncc2c([nH]c3ccccc32)c1=O)NCC1CCN(Cc2ccc(F)cc2)CC1	-8%	-12%	-1%
CCOc1ccccc1NC(=O)N1CCc2c(sc3c2CCCC3)C1c1ccccc1 (stereo not drawn)	2%	-2%	2%
O=c1c2c(-c3ccccc3)ccnc2[nH]n1-c1ccccc1	-9%	5%	u
CCC(C)NC(=O)c1[nH]c2cc(OC)ccc2c1Sc1ccc(C)cc1 (stereo not drawn)	-16%	2%	-11%
COc1ccc(-n2nc3c(N4CCC(C(=O)NCCc5ccccc5)CC4)nnc(C)c3c2C)cc1	-6%	u	-2%
O=S(=O)(c1ccc2nc(N3CCN(c4ccccc4)CC3)ccc2c1)N1CCCCC1	2%	-4%	0%
CN1CCN(c2ccc(-c3nc(-c4ccccc4)no3)cc2[N+](=O)[O-])CC1	-6%	10%	-16%
COc1ccc2nc(N3CCN(C(=O)C4CC4)CC3)sc2c1	-19%	-7%	u
CC(C)Cc1ccc(S(=O)(=O)N2CCN(Cc3noc(CCC(=O)N4CCCCC4)n3)CC2)cc1	-4%	-2%	-9%
COC(=O)c1cc2c(cc1NC(=O)c1c(C)nn(-c3ccc(C)cc3)c1-n1cccc1)OCO2	0%	9%	2%
Cc1cccc(Cn2cc(S(=O)(=O)c3cccc(Cl)c3)c(=O)c3cc(F)c(N4CCOCC4)cc32)c1	-2%	-4%	-4%

Retrieved by structure from the entries so far, seven records:
SMILES	Tau fluor cs	Tau FP inhib	Tau fibril ThT
Cc1cccc(Cn2cc(S(=O)(=O)c3cccc(Cl)c3)c(=O)c3cc(F)c(N4CCOCC4)cc32)c1	-2%	-4%	-4%
CCOc1ccccc1NC(=O)N1CCc2c(sc3c2CCCC3)C1c1ccccc1 (stereo not drawn)	2%	-2%	2%
CN1CCN(c2ccc(-c3nc(-c4ccccc4)no3)cc2[N+](=O)[O-])CC1	-6%	10%	-16%
CCC(C)NC(=O)c1[nH]c2cc(OC)ccc2c1Sc1ccc(C)cc1 (stereo not drawn)	-16%	2%	-11%
COc1ccc2nc(N3CCN(C(=O)C4CC4)CC3)sc2c1	-19%	-7%	u
COc1ccc(-n2nc3c(N4CCC(C(=O)NCCc5ccccc5)CC4)nnc(C)c3c2C)cc1	-6%	u	-2%
COC(=O)c1cc2c(cc1NC(=O)c1c(C)nn(-c3ccc(C)cc3)c1-n1cccc1)OCO2	0%	9%	2%

Continued:
SMILES	Tau fluor cs	Tau FP inhib	Tau fibril ThT
COC(=O)c1ccccc1NC(=O)c1cnn(-c2ccc(F)cc2)c1-n1cccc1	-3%	-12%	8%
Cc1oc2c(c1C(=O)NCc1cccc(Br)c1)C1=NCCN1C=N2	-12%	-11%	-2%
Cc1cc2c(cc1NS(=O)(=O)c1cccc(C#N)c1)n(C)c(=O)c(=O)n2C	-2%	-3%	-9%
COc1ccc(CNC(=O)C(C(C)C)N2Cc3ccccc3C2=O)cc1 (stereo not drawn)	-2%	1%	4%
CCOc1ccccc1NS(=O)(=O)c1ccc2c(c1)CC(C)N2C(=O)C1CC1 (stereo not drawn)	-11%	-1%	0%
CCOCCc1nnc(NC(=O)C(=O)c2cc(C)n(-c3ccc(C)c(C)c3)c2C)s1	-5%	-6%	3%
Cc1scc(CN2CCN(c3ccccc3F)CC2)c1C	-10%	-3%	-11%
O=C(CSCc1ccc(F)cc1)N1CCc2c([nH]c3ccccc23)C1c1ccc(F)cc1 (stereo not drawn)	-22%	u	-7%
Cc1ccc(CNC(=O)c2cccn2-c2nnc(N3CCCC3)s2)cc1	-4%	-5%	7%
Cc1c(Cl)cccc1NC(=O)CSc1nc(=O)n(Cc2ccncc2)c2c1CCC2	-5%	-4%	1%
COc1ccc(-n2c(SCC(=O)Nc3nnc(C)s3)nc3c([nH]c4ccccc43)c2=O)cc1	u	u	1%
CCC(=O)Nc1ccc(CC)cc1-c1nc2ccccc2n(CC(=O)Nc2cccc(OC)c2)c1=O	-2%	u	u
CCc1ccc(NC(=O)CSC2=Nc3ccccc3C3=NC(CC(=O)NCc4ccc5c(c4)OCO5)C(=O)N23)cc1 (stereo not drawn)	-8%	u	4%
O=C(NCCc1ccccc1)c1ccc(Cn2c(SCc3ccccc3F)nc3cccnc32)cc1	-20%	4%	-5%
CCOC(=O)CSc1nc2c([nH]c3ccccc32)c(=O)n1-c1ccc(OCC)cc1	-11%	u	1%
CCOc1ccc(CNC(=O)c2ccc3c(c2)nnn3C2CCCC2)cc1	-1%	-4%	9%
CC(C)CCNC(=O)CSc1nc2ccsc2c(=O)n1Cc1ccccc1Cl	-10%	2%	-5%
CC(C)(C)c1ccc(S(=O)(=O)NCc2ccc3c(c2)CCN3C(=O)c2ccccc2)cc1	-14%	-6%	-6%
CSc1ncc(C(=O)NCc2cccc(F)c2)c(-c2ccccc2)n1	-7%	-5%	-1%
COc1ccc(OC)c(NC(=O)c2cc3c(=O)n4cccc(C)c4nc3n2C)c1	1%	-4%	4%
Cc1nn(CCC(=O)Nc2cc(F)ccc2F)c(=O)c2nn(-c3ccccc3)c(C)c12	-11%	-6%	-4%
Cc1ccc(NC(=O)c2oc3ccc(S(=O)(=O)N4CCCCCC4)cc3c2C)c(C)c1	-2%	-5%	u
CCOc1ccc(CNC(=O)c2ccc3c(c2)nc2n3CCOC2)cc1	4%	-2%	0%
